CHRM5 agonist – CHRM5 agonism in calcium assay; CHO-K1 hM5 cells, Fluo-8 calcium fluorescence; 0% DMSO wells, 100% maximal acetylcholine response; activation, % at 3 µM; P08912; 0.19% of 360,000 active;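 active = activation above the run's mean over test compounds plus 3 SD, cut at about 23% in these data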;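 note: signal is peak over basal fluorescence ratio across the kinetic read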
CRFR2-BP antag – antagonists of CRF-binding protein/CRF-R2 receptor complex; HEK293 CRF-R2/CRF-BP, CRF-induced calcium fluorescence; inhibition, % at 11.8 µM; 0.59% of 350,000 active;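 active = inhibition of the ligand-induced calcium signal above about 50% at the single tested concentration, limit read from the data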
CRFBP-R2 agonist – agonists of human CRF-binding protein/CRF-R2 receptor complex; HEK293 CRF-R2/CRF-BP, calcium dye fluorescence (FLIPR); percent of saturating CRF peptide response; activation, % at 13.2 µM; 0.46% of 350,000 active;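 active = activation of at least 50%, plus an integration ratio under a set limit after plate pattern correction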;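 note: plate controls were neutral control wells without compound for no effect and CRF at EC100 for full effect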
CHRM5 antagonist – antagonists of human muscarinic M5 receptor (CHRM5); inhibition, % at 3 µM; AID 624040; CHO-hM5 cells, Fluo-8 calcium fluorescence, ACh EC80; 0.59% of 360,000 active;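 active = inhibition above a per-plate cutoff, the mean of that plate's test compounds plus 3 SD, cut at about 27% in these data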;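 note: 0% = acetylcholine EC80 with DMSO and 100% = DMSO without agonist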
TAAR1 antag – antagonists of human TAAR1; 1.5% of 360,000 active; inhibition, % at 3 µM; CHO RD-HGA16 TAAR1, Fluo-8 calcium fluorescence, antagonist; Q96RJ0;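 active = inhibition above a per-plate cutoff, the mean inhibition of test compounds on that plate plus 3 SD, cut at about 49% in these data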;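 note: 0% = DMSO plus EC80 beta-PEA response and 100% = DMSO alone without agonist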
Target sequence (Q96RJ0 whole entry, looked up): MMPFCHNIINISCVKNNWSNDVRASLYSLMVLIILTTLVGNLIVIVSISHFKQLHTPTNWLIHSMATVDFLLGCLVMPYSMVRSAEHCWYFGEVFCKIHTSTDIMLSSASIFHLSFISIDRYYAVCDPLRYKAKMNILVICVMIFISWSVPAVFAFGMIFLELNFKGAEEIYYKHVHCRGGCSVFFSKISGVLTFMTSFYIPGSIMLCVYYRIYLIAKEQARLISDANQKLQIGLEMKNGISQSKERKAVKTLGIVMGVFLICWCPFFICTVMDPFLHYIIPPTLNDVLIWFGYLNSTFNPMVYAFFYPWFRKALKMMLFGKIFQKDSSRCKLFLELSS
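System: CHO RD-HGA16 cells bearing hTAAR1. Reagent: EC80 β-phenethylamine stimulus. Schedule: seeding 17-24 h prior, 75-min 37 °C, 30-min RT dye loading. Signal: Fluo-8 intracellular calcium dye fluorescence, real-time kinetic reads. Read-out: % inhibition from peak post-agonist over basal fluorescence ratio. Benchmarks: vehicle wells and EC80 agonist wells. Replicates: n of 1.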
CHO-K1 Ca PAM – counter-screen for M1 PAMs: effect in parental CHO-K1 cells. ATP EC20, Fluo-8 calcium fluorescence; 0% at ATP EC20, 100% at ATP max. activation, % at 3 µM. 0.02% of 360,000 active;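 active = activation above the run cutoff, the mean activation of all test compounds plus 3 SD, cut at about 40% in these data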;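 note: peak over basal fluorescence ratio in a 140 s read after ATP addition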
TAAR1 agonist – agonists of human TAAR1; activation, % at 3 µM; Q96RJ0; CHO RD-HGA16 TAAR1, Fluo-8 calcium fluorescence; vehicle wells 0%, saturating PEA agonist 100%; 0.99% of 360,000 active;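 active = activation above the mean activation of all test compounds in the run plus 3 SD, cut at about 38% in these data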
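System: CHO-derived RD-HGA16 cells with stable Gα16 and human TAAR1 / Times: 17-24 h plating, Fluo-8 75 min 37 °C, 30 min RT / Technique: calcium-sensitive Fluo-8 signal, excitation 470-495, emission 515-575 nm / Measure: % activation relative to PEA EC100 response / Benchmarks: DMSO and PEA EC100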
CHRM4 PAM – positive allosteric modulators of human muscarinic M4 receptor; P08173; CHO-K1 hM4/Gqi5, Fluo-8 calcium fluorescence, ACh EC20; 0% = ACh EC20, 100% = maximal ACh; activation, % at 3 µM; 0.4% of 360,000 active; AID 624126;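 active = activation above its plate's cutoff, the mean activation of sample wells plus 3 SD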; note: some results filed as inactive read as strong as hits
Target sequence (P08173 whole entry, looked up): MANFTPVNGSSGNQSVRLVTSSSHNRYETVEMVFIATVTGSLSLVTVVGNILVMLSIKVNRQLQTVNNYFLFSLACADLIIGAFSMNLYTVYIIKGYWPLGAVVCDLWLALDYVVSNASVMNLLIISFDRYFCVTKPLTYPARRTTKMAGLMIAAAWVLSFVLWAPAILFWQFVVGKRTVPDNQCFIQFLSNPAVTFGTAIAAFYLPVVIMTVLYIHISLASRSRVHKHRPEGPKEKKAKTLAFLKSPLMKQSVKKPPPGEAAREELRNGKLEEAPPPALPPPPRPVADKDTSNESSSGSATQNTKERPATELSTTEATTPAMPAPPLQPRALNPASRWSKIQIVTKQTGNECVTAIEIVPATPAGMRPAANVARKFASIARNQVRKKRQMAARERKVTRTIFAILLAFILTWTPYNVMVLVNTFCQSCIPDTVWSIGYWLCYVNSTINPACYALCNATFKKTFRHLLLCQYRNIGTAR
M5 PAM – potentiates acetylcholine response at human M5 receptor. P08912. CHO-K1 hM5, Fluo-8 calcium, ACh EC20 PAM; 0% = ACh EC20, 100% = ACh EC100. activation, % at 3 µM. 0.3% of 360,000 active;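 active = activation above the run cutoff, the mean activation of all test compounds plus 3 SD, cut at about 18% in these data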
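Assay system: CHO-K1 hM5 cells. Also added: acetylcholine at EC20 concentration, added after compound. Dosing: 3 µM, single dose. Times: compound preincubation 140 s before EC20 acetylcholine addition. Signal: Fluo-8 calcium fluorescence. Measure: % activation relative to EC20 and EC100 ACh responses. Repeats: singlicate, one well per test compound.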
* hit, by the source's call; · = no result given; & = joins results of further samples; ! = not confirmed by another sample.

Value order – CHRM5 agonist, CRFR2-BP antag, CRFBP-R2 agonist, CHRM5 antagonist, TAAR1 antag, CHO-K1 Ca PAM, TAAR1 agonist, CHRM4 PAM, M5 PAM
CCc1ccc(NC(=O)c2ccccc2NC(=O)C2CCCO2)cc1 (stereo not drawn)
  0, -48, -2.5, -2, 13, -12, -1, 13, -3
N#CC(c1nc2ccccc2nc1OCCO)S(=O)(=O)c1ccccc1 (stereo not drawn)
  1, 10, -3.6, 5, -29, 8, 0, 3, 1
CCN(C(=O)CCS(=O)(=O)c1cc2c(cc1Cl)NC(=O)CO2)c1ccccc1
  5, -1, -0.6, -2, 3, 7, 3, 2, -6
COc1ccccc1NCCC(=O)OCC(=O)NC1CCCC(C)C1C (stereo not drawn)
  -3, 19, -4.9, -1, -10, 14, 3, -1, 0
COc1ccc(-c2nc(C#N)c(NCc3ccco3)o2)cc1
  -5, -2, -0.7, -8, 5, 7, 5, 2, 0
CCCNC(=O)c1cccc(C(F)(F)F)c1
  -2, -2, -1.6, 11, ·, 11, ·, -3, -3
CC(=O)Nc1ccc(C(=O)OCC(=O)Nc2ccc(S(=O)(=O)N3CCOCC3)cc2)cc1
  -1, -15, 3.4, 14, -1, 4, 1, -3, -8
CC(=O)N1CCN(C(=O)CCc2nnc(CCCCc3ccccc3)o2)CC1
  -1, -3, 2.0, 2, 1, -15, 4, -6, 4
CC(C)[C@H]1COCCS(=O)(=O)N1Cc1ccccc1-c1ccccc1
  -3, -8, -1.0, -12, -9, 12, 2, 11, 8
CC(NS(=O)(=O)c1ccccc1)c1n[nH]c(=S)n1-c1ccccc1 (stereo not drawn)
  3, -12, 0.5, 8, -8, 3, -1, -5, 1
O=C1/C(=C/c2ccco2)SC(=S)N1C1CCS(=O)(=O)C1 (stereo not drawn)
  -1, -4, -1.4, 1, 25, 2, 6, -4, -2
COc1cccc(NC(=O)CN(C)CC(=O)NCC(=O)Nc2ccc(F)cc2)c1
  1, -7, -0.8, 8, -9, 1, 16, 5, 0
N#CC1=C2SCCN2C(=O)C(C#N)C12CCCCC2 (stereo not drawn)
  1, 7, -0.3, 5, -4, -8, 9, -4, -5
COc1cccc(C2c3[nH]c4ccccc4c3C[C@H]3C(=O)N(C)CC(=O)N23)c1 (stereo partly drawn)
  -5, -29, -0.3, 7, -20, -23, 6, -6, -8
CC(C)CCN1CCC(n2nccc2NC(=O)C2CCOC2)CC1 (stereo not drawn)
  -5, -1, 2.9, 12, -2, -2, 2, -6, 3
c1ccc(Cn2c(Sc3nnnn3-c3ccccc3)nnc2-c2ccccc2)cc1
  0, 20, -2.5, -6, 3, 27, 5, -5, -1
CN(O)/C=N/C(=S)Nc1ccc(Cl)cc1Cl
  -2, 25, -3.7, 14, 26, 15, 2, -2, 1
COc1cc(/C=N/NC(=O)c2ccc(COc3cc(C)ccc3C(C)C)cc2)cc(OC)c1O
  1, -40, 1.4, 4, 18, 30, 1, -1, -5
O=C(Nc1c2c(nn1-c1ccccc1)CS(=O)C2)c1ccc(S(=O)(=O)N2CCOCC2)cc1 (stereo not drawn)
  1, 0, -0.3, -4, 51*, 16, 2, 16, 3
O=C(CCN1C(=O)c2ccccc2C1=O)NNC(=O)c1ccc(Cl)cc1Cl
  0, 21, -0.8, -7, -12, 9, 6, 1, 1
COc1cccc(N2CCN(C(=O)C3CCN(S(=O)(=O)c4ccc5c(c4)CC(C)N5C(C)=O)CC3)CC2)c1 (stereo not drawn)
  1, 6, -1.2, -3, 0, -11, 8, -5, -5
COc1ccc(NC(=O)CSc2n[nH]c(N)n2)c([N+](=O)[O-])c1
  0, 12, -1.4, 6, -18, 7, 2, -5, -9
COc1ccc(C(=O)O)cc1S(=O)(=O)Nc1ccc(Oc2ccccc2)cc1
  0, -3, -0.6, 8, 13, 6, 0, 3, -1
O=C1CCCN1CCC1CCCCN1Cc1nc(COc2ccccc2)no1 (stereo not drawn)
  0, -5, 3.5, 9, -15, 4, 0, -14, -7
O=C(COC(=O)c1ccc(O)cc1)NCC1COc2ccccc2O1 (stereo not drawn)
  -2, 11, -0.3, 17, 15, 10, 6, 0, -3
O=C1CC(c2ccccc2)n2nc(N3C(=O)CCC3=O)nc2N1 (stereo not drawn)
  0, -8, -1.6, -4, -8, 10, 3, 3, 2
COc1ccc(-c2nc3n(c(=O)c2C#N)CCS3)cc1OC
  -2, 8, -1.2, -2, -5, -7, 0, -5, 5
O=C(c1cc(S(=O)(=O)N2CCOCC2)c(Cl)cc1Cl)N1CCCCC1
  2, -1, -0.5, 15, 0, 13, 6, -2, 10
Cc1c(CC(=O)N2CCN(C(=O)C3COc4ccccc4O3)CC2)c(=O)oc2cc(O)c(Cl)cc12 (stereo not drawn)
  4, 11, -0.5, -6, -47, -15, 0, -3, 7
Oc1cccc(-c2nc3c4c(ncn3n2)-c2ccccc2CC42CCCC2)c1
  11, -69, 1.4, 6, 48, 7, 13, 2, -12

Results in CHO-K1 Ca PAM (2 entries from above):
SMILES	CHO-K1 Ca PAM
CC(C)CCN1CCC(n2nccc2NC(=O)C2CCOC2)CC1 (stereo not drawn)	-2
c1ccc(Cn2c(Sc3nnnn3-c3ccccc3)nnc2-c2ccccc2)cc1	27

Next section
Value order – CHRM5 agonist, CRFR2-BP antag, CRFBP-R2 agonist, CHRM5 antagonist, TAAR1 antag, CHO-K1 Ca PAM, TAAR1 agonist, CHRM4 PAM, M5 PAM
C#CC[N+](C)(C)C(C#Cc1ccccc1)CC=C (stereo not drawn)
  -10, 10, -5.9, 3, -4, 18, 6, 0, -2
COc1ccc(OCC(=O)Nc2cccc(-c3nc4ccccc4[nH]3)c2)cc1
  5, -31, -0.4, 7, 48, -7, 16, -12, -16
COc1cccc2cc(C(=O)NCc3ccccn3)c(=O)oc12
  -2, 19, -1.2, -2, 8, 12, 6, 22*, 1
Cc1cccc(CN2CCC(C(=O)Nc3ccc(Oc4cccnc4)cc3)CC2)c1
  -6, -11, -0.4, 10, -23, 6, 10, -4, -6
CCC(C(=O)OCC(=O)Nc1cc(Cl)cc(Cl)c1)c1ccccc1 (stereo not drawn)
  -3, -28, 1.4, 5, 27, 17, -1, -7, -10
CCOC(=O)C1CCN(C(=O)c2ccccc2NS(=O)(=O)c2ccc(F)c(F)c2)CC1
  -1, 2, 0.6, -13, -21, 15, 0, 4, 13
CCC(C)(C)NC(=O)c1cc(S(=O)(=O)N2CCCCC2)ccc1N1CCOCC1
  -2, -41, -1.0, -8, 10, -7, 6, 10, 6
NC(=O)CC(NC(=O)c1ccccc1)c1ccc(NCc2ccccn2)c([N+](=O)[O-])c1 (stereo not drawn)
  2, -5, -1.8, -3, 27, 24, 8, -2, 9
c1ccc(C[C@H]2CNCCN2CC2(c3ccccc3)CC2)cc1
  3, 3, -1.2, 1, -17, -13, 13, 16, 0
CC1CN(/C=C/C(=O)C(F)(F)F)CC(C)O1 (stereo not drawn)
  -2, 5, 0.5, -11, 12, 11, 17, 8, -4
Cc1ccc(S(=O)(=O)N2CCN(C(=O)COC(=O)c3cccc(Cl)c3)CC2)c(C)c1
  -1, 3, -1.0, 2, 13, 11, 4, -9, -13
O=C(Nc1ccc(Cl)cc1Cl)c1cccc(N2C(=O)C=CC2=O)c1
  2, 12, 20, 1, 45, 5, 15, 0, 5
Cc1cccc(OCCCC(=O)Nc2nccs2)c1
  -2, 0, 2.0, 4, -9, 2, 1, 11, -5
CC1CCN(C(=O)Cn2nnc(-c3ccc([N+](=O)[O-])cc3)n2)CC1
  0, 7, 0.5, 4, 1, 13, 0, 1, -5
Cc1cc(=O)[nH]c2c1c(C)nn2C1CCCCC1
  3, 0, 1.9, -3, 7, 18, 13, 6, 4
CCCCN(C1CCS(=O)(=O)C1)S(=O)(=O)c1cc(C)ccc1C (stereo not drawn)
  -4, 6, -0.9, 7, -4, -14, -1, 4, -3
O=C(OCC(=O)N1CCc2ccccc21)C1=COCCO1
  2, -12, -3.0, -9, -6, 3, 14, 29*, 6
CCCCNc1c(-c2cccc(SC(C)CC)c2)nc2ccc(Cl)cn12 (stereo not drawn)
  3&1, -7, -3.8, 18&6, 57*!, 20&1, 9&-1, 5&1, -6&-7
Cc1ccc(-n2c(-c3ccco3)n[nH]c2=S)cc1
  0, -16, -0.3, 1, 12, 17, -1, -2, 7
CC(=O)N1CCN(Cc2nc3cc(NC(=O)C4CCCCC4)ccc3n2C)CC1
  0, -20, -1.2, 10, 0, 2, 12, 0, -1
CCc1nnc(NC(=O)CCC(=O)Nc2ccccc2)s1
  2, 16, -0.6, -3, -1, 23, 9, 5, 6
NC1=NC[C@H](CC2CCCCC2)N1CCc1cc(C(F)(F)F)cc(C(F)(F)F)c1
  -12, -21, 48, 21, 3, 12, 13, -3, -38
CCN(CC)c1ccc(NC(=O)COC(=O)C23CCC(=O)N2c2ccccc2S3)cc1 (stereo not drawn)
  -8, 11, -0.4, -4, -6, 1, 5, -1, 7
Cc1cc(C)c(C(=O)/C=C/c2ccco2)c(=O)[nH]1
  0, 0, 2.8, 7, 9, 18, 4, -3, 1
CC(C)CC(NC(=O)c1ccc(Cl)cc1)C(=O)OCC(=O)c1ccc2c(c1)NC(=O)CO2 (stereo not drawn)
  -1, 18, 6.1, 7, -1, 8, 1, 2, -8
Cc1ccc2c(c1)N(CCCC(=O)NCCCN1CCCCC1)C(=O)CO2
  -4, -4, 1.7, 5, -19, 17, 2, -5, -3
CC[C@]12c3[nH]c4cc(-c5ccco5)ccc4c3CCN1C(=O)[C@@H](CC(=O)NCc1ccc(OC)c(OC)c1)C[C@@H]2C(=O)N1CCN(C(=O)C2CC2)CC1
  -1, 6, 1.5, -3, 0, 10, 0, 1, 4
CCCc1cc(=O)[nH]c(SCC(=O)N(C)C2CCCCC2)n1
  2, 2, -0.6, 3, -12, 14, 6, -1, -2
O=C(/C=C/c1cccc([N+](=O)[O-])c1)Nc1ccccn1
  1, -13, -1.4, 0, 7, 3, 5, -1, 5
COc1cccc(NC(=O)CSCC(=O)O)c1
  1, -5, 2.2, 3, 11, -6, 14, 33*, -3
Cc1ccc(C(=O)N/C(=C\c2cn(S(=O)(=O)N(C)C)c3ccccc23)C(=O)NCCN2CCOCC2)cc1
  -3, -3, -0.7, 14, -4, 17, 1, 2, -1
CN1C(=S)SC(N2OC3C(=O)N(c4ccccc4)C(=O)C3C2c2ccc(Cl)cc2)C1(C)C (stereo not drawn)
  -5, -24, -1.1, 6, -13, 2, 1, 3, 2
O=C(CN1CC(=O)Oc2ccccc21)OCC(=O)c1ccccc1
  3, 2, -1.6, 0, 2, 15, 1, -1, -4
Nc1nc(CSc2nnc(-c3cccc(F)c3)n2-c2ccccc2)nc(N2CCOCC2)n1
  1, 19, -3.7, 9, 2, -13, 1, -3, -7
Cc1cccc(N(C(=O)CNC(=O)c2ccco2)C(C(=O)NC2CCCC2)c2ccncc2)c1C (stereo not drawn)
  -3, 2, -1.4, 2, -7, 26, 3, 7, 7
CC(C)C(=O)Nc1nnc(SCC(=O)N2c3ccccc3CC2C)s1 (stereo not drawn)
  0, -65, 0.3, 2, -1, -4, 0, -2, -3

Screens (PubChem BioAssay)
